KCNH2 3.1 block: blocks the human KCNH2 3.1 channel isoform | 340,000 compounds, 0.95% hits | activity change, % (tested at about 1.8 µM) | U2OS KCNH2 3.1, thallium flux FluxOr; stronger effect = lower value | AID 720553;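 active = maximum activity change below -70%; inconclusive = maximum activity change from -70% to -50%; inactive = maximum activity change above -50%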;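 also: thallium influx rate constant from kinetic fluorescence after stimulation buffer; % is scaled to controls: 0 for no effect and ±100 for the full control effect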
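Thallium flux read-out: FluxOr dye with Red40 quencher in HBSS/HEPES, 45 min at RT. Rate constants from kinetic reads were normalized to positive and negative DMSO controls. Cells: U2OS virally expressing the 3.1 isoform.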
Eya2 phos inh: inhibitors of human Eya2 phosphatase activity; recombinant Eya2, OMFP fluorescence dephosphorylation (OMFP is methylfluorescein phosphate); Potency, µM (top dose mostly 76.9 µM), for inactives: top-dose activity, negative = inhibition, usual class: inhibitors; 330,000 compounds, 0.006% hits; AID 488837; also: potency is read from the fitted curve at half-maximal effect; % is scaled to controls: 0 for no effect and ±100 for the full control effect
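Eya2 (0.2 uM) preincubated 10 min at ambient with compound, then OMFP substrate added at 50 uM; 10 min reaction in 50 mM HEPES pH 7.5, 50 mM NaCl, 5 uM MgCl2, 0.05% BSA, 1 mM DTT. Fluorescence read at Ex 485/Em 525 nm.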
TRPV1 ag: agonists of human vanilloid receptor 1 (TRPV1) | 320,000 compounds, 0.19% hits | AID 540275 | TRPV1-expressing cells, Fluo-8 calcium influx, agonist mode | activation, % at 8.33 µM | Q8NER1; in the data active = activation above about 80%; inconclusive = between about 30% and that limit; also: 0% is about no effect
Target sequence (Q8NER1 whole entry, looked up): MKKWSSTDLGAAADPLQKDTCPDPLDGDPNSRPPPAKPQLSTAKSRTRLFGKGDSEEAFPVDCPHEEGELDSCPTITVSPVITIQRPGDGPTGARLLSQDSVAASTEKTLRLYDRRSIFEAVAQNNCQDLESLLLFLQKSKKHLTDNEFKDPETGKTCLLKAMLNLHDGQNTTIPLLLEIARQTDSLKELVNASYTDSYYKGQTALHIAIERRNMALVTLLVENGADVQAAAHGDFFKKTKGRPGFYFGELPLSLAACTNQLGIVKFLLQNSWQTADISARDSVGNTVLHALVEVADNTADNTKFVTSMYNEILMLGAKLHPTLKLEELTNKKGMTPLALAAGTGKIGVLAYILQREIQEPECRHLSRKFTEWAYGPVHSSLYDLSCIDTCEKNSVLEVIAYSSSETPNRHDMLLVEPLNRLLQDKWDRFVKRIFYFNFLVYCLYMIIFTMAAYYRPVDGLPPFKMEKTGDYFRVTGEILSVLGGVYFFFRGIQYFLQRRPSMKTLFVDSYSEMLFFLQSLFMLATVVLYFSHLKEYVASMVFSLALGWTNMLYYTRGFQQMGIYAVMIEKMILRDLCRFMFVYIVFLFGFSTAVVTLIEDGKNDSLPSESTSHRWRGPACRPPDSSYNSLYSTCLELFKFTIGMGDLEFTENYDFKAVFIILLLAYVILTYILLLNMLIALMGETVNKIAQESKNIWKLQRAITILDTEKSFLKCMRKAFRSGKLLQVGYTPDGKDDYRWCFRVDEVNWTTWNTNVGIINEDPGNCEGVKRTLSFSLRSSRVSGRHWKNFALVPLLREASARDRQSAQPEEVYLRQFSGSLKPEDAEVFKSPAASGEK
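Fluo-8 calcium influx in TRPV1-expressing cells, kinetic read (ex 480/em 520 nm). Compound added and read 3 min for agonist activity, followed by capsaicin at EC20 final and 2 min further read for enhancement.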
ELG1 DNA repair: inhibitors of ELG1-dependent DNA repair in HEK293T cells; HEK293T ELG1-luciferase reporter, luminescence, 16 h; DNA damage induced by 5-fluorouridine; Potency, µM (series often up to 46.1 µM), without a hit: top-dose activity change, negative = inhibition, usual class: inhibitors; 330,000 compounds, 2.3% hits; AID 504467; also: potency is read from the fitted curve at half-maximal effect; % is scaled to controls: 0 for no effect and ±100 for the full control effect; nearly all actives have a fitted effect of over 55% in size
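Overnight (16 hr) co-exposure of 2,000 cells/well to 5-fluorouridine and compound at 37 °C preceded detection. Luciferase was quantified via ONE-Glo luminescence; loss of signal denotes inhibition.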
AT treatment: candidate therapy for ataxia-telangiectasia; 320,000 compounds, 0.19% hits; AID 485349; Potency, µM (titrated, usually from 57.5 µM), without a hit: at the highest dose activation, hits mostly activators; […] A-T fibroblasts, KAP-1 phosphorylation AlphaLISA; neocarzinostatin DNA damage 30 min before lysis; also: potency is read from the fitted curve at half-maximal effect; % of control where 0% means no effect; nearly all actives have a fitted effect of over 45% in size
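ATM-like activity read as KAP-1 phosphorylation via AlphaLISA donor/acceptor antibody pairs after lysis and 6 hr at 25C. Cells were ATM-null patient fibroblasts ([…], hTERT), dosed 60 min, then exposed to the DSB inducer NCS for 30 min.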
TSHR antag: blocks TSH signaling through the human TSH receptor. activity change, negative = inhibition, % at 11.5 µM. P16473. TSHR-expressing cells, TSH-stimulated cAMP HTRF, 2 h; stronger effect = lower value. 330,000 compounds, 0.2% hits. AID 504810;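 active = activity change below a set negative limit, meaning inhibition stronger than a set level, cut at about -70% in these data; inconclusive = activity change between two set negative limits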; also: % is scaled to controls: 0 for no effect and ±100 for the full control effect
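TSHR-expressing cells were treated with compounds, then stimulated with TSH at EC80 (4nM final) for 2 hours at 37 deg C. Cellular cAMP was measured by HTRF competition between lysate cAMP and cAMP-d2 for a cryptate-labelled anti-cAMP antibody.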
KCNH2 WT inh: blocks the wildtype human KCNH2 potassium channel | U2OS, BacMam KCNH2, thallium flux FluxOr; stronger effect = lower value | activity change, % at 1.84 µM | Q12809 | 340,000 compounds, 0.37% hits;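 active = maximum activity change below -70%; inconclusive = maximum activity change between -70% and -50%; inactive = maximum activity change above -50%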; also: % is scaled to controls: 0 for no effect and ±100 for the full control effect
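U2OS cells transduced with wild-type KCNH2 virus are loaded with FluxOr dye for 45 min, and thallium flux is measured in kinetic reads before and after stimulation buffer. Rate constants are normalized to DMSO controls.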
USP2a inh: USP2a (human) protease inhibition; O75604; USP2 core, Ub-CHOP2 coupled fluorogenic reporter, 485/531; Potency, µM (highest dose often 38.3 µM), for inactives: top-dose activity change, negative = inhibition, actives largely listed as inhibitors; 330,000 compounds, 0.01% hits;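 also: potency is read from the fitted curve at half-maximal effect; plate controls were DMSO wells for no effect and full inhibition by NEM control for full effect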
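Cell-free coupled assay: 10nM USP2 core preincubated 30min RT with compound in Tris-HCl pH 8.0/CaCl2/CHAPS buffer, then 25nM Ub-CHOP2 and 25nM reporter substrate; fluorescence (Ex 485/Em 531) read after 60min RT, normalized to NEM inhibition, concentration-response curves fitted.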
Mito fusion yeast: blocks mitochondrial division or promotes mitochondrial fusion; S. cerevisiae fusion-defective mutant growth rescue, CellTiterGlo 48 h; Potency, µM (top dose mostly 46.1 µM), without a hit: top-dose growth rescue (activation), usual class: activators; 320,000 compounds, 0.23% hits;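 also: potency is read from the fitted curve at half-maximal effect; % of control where 0% means no effect; nearly all actives have a fitted effect of over 45% in size; temperature-sensitive fusion mutants such as fzo1-1 at 37 °C on non-fermentable ethanol glycerol medium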
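Temperature-sensitive fusion-defective S. cerevisiae (e.g. fzo1-1, mgm1-5) were grown with compound in YPEG medium (3% ethanol, 3% glycerol) for 48 hours at 37C. Growth rescue was measured as viability by CellTiterGlo luminescence after 10 minutes at ambient.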
TCR act: activates T cell receptor signaling; primary human leukocytes, anti-CD3, IL-2 HTRF, 48 h; Potency, µM (titrated, usually from 9.22 µM), inactives show at the highest dose activation of IL-2 secretion, actives largely listed as activators; 330,000 tested, under 10 active; AID 504894; also: % of control where 0% means no effect
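HTRF read-out of IL-2 secretion: europium cryptate donor excited at 320nm, d2 acceptor emission at 665nm. Cells were primary human leukocytes incubated 48 hr with compounds and a-CD3 beads, supplying TCR signal only.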
The depositor's hits bear a star; [ ] = remark or other dose. Unless noted, calls follow the shape of the dose curve; as a rule, active = well fitted curve in the direction sought with a large enough effect; inconclusive = small, poorly fitted or top-dose-only effect, or another doubt; inactive = no such curve, though single readings can be large; an effect the other way counts as inactive or inconclusive. Not all compounds are listed (hit frequency here may not be typical).

How did Cc1cc(C)c(NC(=O)CSc2nc3c(c(=O)n2C)SC(C)C3)c(C)c1 (centres undefined) do in these assays?
KCNH2 3.1 block: -9; Eya2 phos inh: -34%; TRPV1 ag: -2; ELG1 DNA repair: inconclusive; AT treatment: -4%; TSHR antag: -2; KCNH2 WT inh: 3; USP2a inh: 2%; Mito fusion yeast: -9%; TCR act: -2%

Results for COc1ccc(C2C3CCCCC3(O)CCN2C(=O)c2cccs2)cc1 (centres undefined) ?
KCNH2 3.1 block: -19; Eya2 phos inh: 5%; TRPV1 ag: 14; ELG1 DNA repair: 13%; AT treatment: -8%; TSHR antag: 5; KCNH2 WT inh: -9; USP2a inh: 2%; Mito fusion yeast: -1%; TCR act: -9%[46.1 µM]

How did COc1cc(C(=O)OCC(=O)c2ccccc2)cc2c1OCCO2 do in these assays?
KCNH2 3.1 block: -4; Eya2 phos inh: 9%; TRPV1 ag: -3; ELG1 DNA repair: 12%; AT treatment: -14%; TSHR antag: -13; KCNH2 WT inh: 12; USP2a inh: -7%; Mito fusion yeast: 1%; TCR act: 2%

What do the screens show for `O=c1oc2ccccc2c2c1cnc1ccccc12`?
KCNH2 3.1 block: 4; Eya2 phos inh: 8%; ELG1 DNA repair: 17%; AT treatment: 18%; TSHR antag: -12; KCNH2 WT inh: 0; USP2a inh: 0%; TCR act: -1%[46.1 µM]

Results for Cc1nonc1NC(=O)CSc1cn[nH]n1 ?
KCNH2 3.1 block: -8; Eya2 phos inh: 0%; TRPV1 ag: 0; ELG1 DNA repair: 7%; AT treatment: -2%; TSHR antag: -5; KCNH2 WT inh: -21; USP2a inh: 2%; Mito fusion yeast: -14%; TCR act: -3%

How did O=C(CCCc1nc2ccccc2s1)N1CCN(c2ccccc2)CC1 do in these assays?
KCNH2 3.1 block: 1; Eya2 phos inh: 3%; TRPV1 ag: 17; ELG1 DNA repair: -3%; AT treatment: 9%; TSHR antag: -2; KCNH2 WT inh: 40; USP2a inh: 1%; Mito fusion yeast: 4%; TCR act: -3%[46.1 µM]

What do the screens show for `Cc1cc(C)c(NS(=O)(=O)c2ccc3c(c2)NC(=O)CC(=O)N3)c(C)c1`?
KCNH2 3.1 block: -9; Eya2 phos inh: 3%; TRPV1 ag: -5; ELG1 DNA repair: 8%; AT treatment: 2%; TSHR antag: 5; KCNH2 WT inh: 13; USP2a inh: -1%; Mito fusion yeast: -2%; TCR act: -5%[46.1 µM]

What do the screens show for `Cc1ccc(C(=O)NC2CCCc3ccccc32)cc1[N+](=O)[O-]` (centres undefined)?
KCNH2 3.1 block: 4; Eya2 phos inh: -12%; TRPV1 ag: inconclusive; ELG1 DNA repair: inconclusive; AT treatment: 9%; TSHR antag: -6; KCNH2 WT inh: -20; USP2a inh: 1%; Mito fusion yeast: 15%; TCR act: 2%

What do the screens show for `C[C@@H]1O[C@@H](O[C@H]2[C@H](O)[C@@H](O)[C@H](Oc3c(-c4ccc(O)c(O)c4)oc4cc(O)cc(O)c4c3=O)O[C@@H]2CO)[C@H](O)[C@H](O)[C@H]1O`?
KCNH2 3.1 block: -2; Eya2 phos inh: 16%; TRPV1 ag: -4; ELG1 DNA repair: 12%; AT treatment: -7%; TSHR antag: -4; KCNH2 WT inh: -5; USP2a inh: 2%; Mito fusion yeast: 3%; TCR act: 2%

What do the screens show for `Cc1ccc(-c2nn[nH]n2)o1`?
KCNH2 3.1 block: -10; Eya2 phos inh: 0%; TRPV1 ag: -1; ELG1 DNA repair: 7%; AT treatment: -2%; TSHR antag: -2; KCNH2 WT inh: 4; USP2a inh: -1%; Mito fusion yeast: -1%; TCR act: -4%

Results for CC(=O)Nc1ccc(NC(=O)CSc2ccc(-c3sc(C)nc3C)nn2)cc1 ?
Eya2 phos inh: 2%; TRPV1 ag: 0; ELG1 DNA repair: -3%; AT treatment: 3%; TSHR antag: -12; KCNH2 WT inh: 2; USP2a inh: -1%; Mito fusion yeast: 1%; TCR act: -5%

Results for O=C(CSc1nc2sc3c(c2c(=O)n1-c1ccccc1)CCCC3)N/N=C/c1ccc(C(=O)O)cc1 ?
KCNH2 3.1 block: 7; Eya2 phos inh: -2%; TRPV1 ag: -2; ELG1 DNA repair: 13%; AT treatment: 6%; TSHR antag: -7; KCNH2 WT inh: 6; USP2a inh: 3%; Mito fusion yeast: 4%; TCR act: 8%

Results for O=C(NCCc1ccc(F)cc1)N1CCOCC1 ?
KCNH2 3.1 block: 5; Eya2 phos inh: 8%; TRPV1 ag: 23; ELG1 DNA repair: inconclusive; AT treatment: 2%; TSHR antag: -8; KCNH2 WT inh: -5; USP2a inh: 1%; Mito fusion yeast: 1%

Results for CC(C)(C)OC(=O)[C@H](Cc1ccccc1)NC(=O)c1[nH]cnc1C(=O)Nc1cccc(Cl)c1 ?
KCNH2 3.1 block: -18; Eya2 phos inh: -15%; TRPV1 ag: inconclusive; ELG1 DNA repair: inconclusive; AT treatment: 0%; TSHR antag: -7; KCNH2 WT inh: -2; USP2a inh: -2%; Mito fusion yeast: 27%; TCR act: 1%

What do the screens show for `CN1CCN(S(=O)(=O)c2ccc3[nH]c(=O)oc3c2)CC1`?
KCNH2 3.1 block: -5; Eya2 phos inh: -13%; TRPV1 ag: -2; ELG1 DNA repair: 1%; AT treatment: -7%; TSHR antag: 16; KCNH2 WT inh: 3; USP2a inh: 0%; Mito fusion yeast: -7%; TCR act: -1%

What do the screens show for `O=C(CSc1n[nH]c(-c2cccs2)n1)N1CCCC1`?
KCNH2 3.1 block: 10; Eya2 phos inh: 3%; ELG1 DNA repair: inconclusive; AT treatment: -4%; TSHR antag: -2; KCNH2 WT inh: 0; USP2a inh: 5%; TCR act: -2%

How did CCOC(=O)n1ccc(C(=O)Nc2ccccc2F)n1 do in these assays?
KCNH2 3.1 block: -7; Eya2 phos inh: -15%; TRPV1 ag: 0; TSHR antag: -7; KCNH2 WT inh: -4; USP2a inh: -1%; Mito fusion yeast: -1%; TCR act: 1%

Results for Cc1ccc(NC(=O)CCN2CCc3ccccc3C2)cc1 ?
KCNH2 3.1 block: -26; Eya2 phos inh: 8%; TRPV1 ag: 2; ELG1 DNA repair: 6%; AT treatment: 4%; TSHR antag: -3; KCNH2 WT inh: 44; USP2a inh: 2%; Mito fusion yeast: 3%; TCR act: -3%

How did COc1ccc(-c2noc(CCCCC(=O)N3CCN(c4cc(C)ccc4C)CC3)n2)cc1 do in these assays?
KCNH2 3.1 block: -21; Eya2 phos inh: 4%; ELG1 DNA repair: inconclusive; AT treatment: 5%; TSHR antag: -30; KCNH2 WT inh: -16; USP2a inh: 4%; TCR act: 1%[46.1 µM]

What do the screens show for `O=S(=O)(c1cccc2nonc12)N1CCCCC1`?
KCNH2 3.1 block: 2; Eya2 phos inh: -4%; TRPV1 ag: 0; ELG1 DNA repair: 11%; AT treatment: 16%; TSHR antag: -11; KCNH2 WT inh: 7; USP2a inh: 1%; Mito fusion yeast: 5%

How did CCc1ccc(OCC(=O)OCC(=O)c2c(N)n(C)c(=O)n(C)c2=O)cc1 do in these assays?
KCNH2 3.1 block: -12; Eya2 phos inh: -1%; TRPV1 ag: -2; ELG1 DNA repair: -3%; AT treatment: 9%; TSHR antag: 18; KCNH2 WT inh: 6; USP2a inh: -1%; Mito fusion yeast: 8%; TCR act: 11%

How did O=C(NCc1ccc2c(c1)OCO2)C1CCN(c2ncccn2)CC1 do in these assays?
KCNH2 3.1 block: -5; Eya2 phos inh: -16%; TRPV1 ag: -2; ELG1 DNA repair: 1%; AT treatment: -3%; TSHR antag: -3; KCNH2 WT inh: 6; USP2a inh: 1%; Mito fusion yeast: -1%; TCR act: -5%

How did Cc1ccc(C2CN(C)C3(C(=O)Nc4ccccc43)C23COc2ccccc2C3=O)cc1 (centres undefined) do in these assays?
KCNH2 3.1 block: -12; Eya2 phos inh: 2%; TRPV1 ag: 5; ELG1 DNA repair: -6%; AT treatment: 7%; TSHR antag: -13; KCNH2 WT inh: -3; USP2a inh: 0%; Mito fusion yeast: -4%; TCR act: -3%

How did Cc1cc2c(=O)n(C)c(SCC(=O)Nc3cccc(O)c3)nc2s1 do in these assays?
KCNH2 3.1 block: -8; Eya2 phos inh: -20%; TRPV1 ag: 23; ELG1 DNA repair: 0%; AT treatment: 2%; TSHR antag: 12; KCNH2 WT inh: 4; USP2a inh: 0%; Mito fusion yeast: 0%; TCR act: 1%

Compound activity: PubChem, National Center for Advancing Translational Sciences (NCATS)
